# Source: PubChem BioAssay
# UTI89 phage lysis – protection from phage-mediated lysis, alamar blue read-out – E. coli UTI89, K1F phage, bacterial capsule biogenesis inhibitors (AID 488966); hit rate 0.02% among 340,000; E. coli UTI89 K1F phage lysis, alamar blue, 2 h; higher % means a stronger effect; one-dose inhibition, % at 100 µM; IC50 in µM for titrated hits;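 active means phage lysis inhibition, versus mean bacterial control, above a set limit; inconclusive means no clear call, values can overlap the other calls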;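 further: capsule biogenesis inhibitors block K1F phage lysis so surviving cells raise fluorescence; higher fluorescence means more inhibition of phage lysis; actives were called in the ten point dose series up to 300 µM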
# P. falciparum M1AAP – P. falciparum M1AAP inhibitors, biochemical, fluorogenic H-Leu-NHMec substrate, 1536-well (AID 1445); recombinant M1AAP, H-Leu-NHMec fluorogenic kinetic assay; higher % means a stronger effect; inhibition, % at 30 µM; hits with a dose series show IC50 in µM; hit rate 0.42% among 220,000;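 active means primary inhibition above the hit cutoff, then over 50% inhibition at one or more dose response concentrations, cut at about 23% in these data, passing the limit was not always enough; inconclusive means conflicting primary data, or primary hits not chosen for dose response; inactive means low primary inhibition, or under 50% at every dose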;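 further: plate controls were DMSO full reaction for no effect and no enzyme background for full effect; strong numbers were not always called active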
# PMI inhibition – MPI inhibition at elevated mannose 6-phosphate – biochemical, fluorescence intensity, high mannose 6-phosphate, primary screen (AID 1220); recombinant PMI enzyme, coupled fluorescence intensity; higher % means a stronger effect; one-dose inhibition, % at 20 µM; IC50 in µM for titrated hits; hit rate 0.66% among 190,000
# CSM14.1 death rescue – rescue of cells from ER stress-induced death, primary screen, 384-well, CSM14.1, thapsigargin, ATP luminescence (AID 1222) | CSM14.1 thapsigargin-induced death rescue, ATP luminescence; higher % means a stronger effect | cellular ATP content (survival), % at 20 µM; hits with a dose series show EC50 in µM | 190,000 tested, under 10 active;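 active means EC50 below 50 µM in the dose-response confirmation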;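 further: death triggered by thapsigargin at about 15 µM added after 2 h compound pretreatment; cell ATP read after overnight thapsigargin exposure of roughly 18 to 22 hours; normalized against plate controls of thapsigargin alone and 5% DMSO vehicle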
# WT yeast gro inh – growth inhibition of WT yeast, mitochondrial fusion screen; mitochondrial fusion phenotypic screen, WT strain; inhibition, % at 10 µM; hit rate 2.1% among 190,000; in the data active means inhibition above about 58%; tested in S. cerevisiae
# TNAP activators – stimulation of alkaline phosphatase TNAP activity – biochemical, luminescent, no phosphate acceptor, uHTS, primary screen (AID 1001) | purified TNAP, luminescent activation assay, no phosphate acceptor; higher activation fold means a stronger effect | hit rate 0.03% among 200,000 | one-dose activation fold at 20 µM; EC50 in µM for titrated hits; in the data active means activation fold from about 3, or a potency from the dose series; inactive means the rest, 99 in 100 with activation fold below about 1.6; further: many of its hits are not listed in these tables
# PMI inhibitors – inhibitors of human PMI, primary screen, biochemical, fluorescence intensity, coupled assay (AID 1209); purified PMI enzyme, coupled fluorescence intensity; higher % means a stronger effect; one-dose inhibition, % at 20 µM; IC50 in µM for titrated hits; hit rate 0.42% among 190,000;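 further: plate controls were DMSO vehicle for no effect and wells lacking substrate for full effect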
# Lipid droplet – modulators of hepatic lipid droplet formation | AML12 mouse hepatocytes, oleate lipid droplets, BODIPY imaging | inhibition, % at 6.5 µM | hit rate 0.4% among 240,000;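 active means lipid droplet intensity inhibited by at least 50%, with more than 500 cells counted; inconclusive means wells with under 300 cells, treated as cytotoxic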
#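 System: AML12 hepatocytes (mouse). Probe or stimulus: oleic acid at 100 µM to induce lipid droplet formation. Times: overnight treatment with compound plus oleate. Detection: Image-based BODIPY and DAPI two-channel analysis. Evaluation: percent inhibition of filter-corrected integrated lipid droplet intensity per well.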
# Myeloid diff MLP – compounds promoting myeloid differentiation | ER-HoxA9 myeloid progenitors, lysozyme-GFP differentiation, flow cytometry | calls only at 10 µM | hit rate 1% among 360,000 | AID 624256;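 active means normalized GFP-positive differentiation at or above the plate's own cutoff, the solvent-only control mean plus 3 SD; inconclusive means no clear call, values can overlap the other calls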;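 further: cells exposed to compound for four days before flow analysis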
# WT yeast gro inh mutant strain – further read-out of WT yeast gro inh, marked with its call; inhibition, %; mitochondrial fusion phenotypic screen, mutant strain inhibition
# Lipid droplet cells 6.5 µM – second read-out of Lipid droplet, no call of its own (marks repeat the call); cell count; measured here: cell count, cytotoxicity flag;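 cells counted across two imaged fields per well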
# Myeloid diff MLP GFP+ MAC1+ % – second read-out of Myeloid diff MLP, no call of its own (marks repeat the call); GFP+ MAC1+ double positive, %; measured here: differentiation confirmed by MAC1 staining
# Active calls of the source: *; i = inactive; ? = inconclusive; · = no result given; [ ] = another dose, or the depositor's remark. Unless noted, no stated cut-off is given here; in the data, active means inhibition above about 50%; inactive means the rest.
structure | UTI89 phage lysis | P. falciparum M1AAP | PMI inhibition | CSM14.1 death rescue | WT yeast gro inh | WT yeast gro inh mutant strain | TNAP activators | PMI inhibitors | Lipid droplet | Lipid droplet cells 6.5 µM | Myeloid diff MLP | Myeloid diff MLP GFP+ MAC1+ %
CCCN(Cc1ccccc1)C(=S)Nc1ccc(OCC)cc1 | 0.2% | -6% | 4% | -1.1% | 37 | -6 | 1 | 6% | -14 | 676 | i | 0.3
CC(C)CNC(=O)C(=O)NNC(=O)c1ccco1 | · | 6% | 7% | -1.2% | -10 | -6 | 1.1 | 10% | 20 | 668 | i | 0.3
O=C(Cc1ccccc1)Nc1scc(-c2ccccc2)c1C(=O)N1CCOCC1 | 4.9% | 13% | -5% | 4.7% | 7 | -19 | 0.9 | -1% | -16 | 796 | i | 0.6
O=C(Nc1ccc(-c2nc3cc(Cl)ccc3c(=O)o2)cc1)c1ccco1 | 3.1%[50 µM] | 43% | 6% | -0.2% | 2 | -1 | 0.9 | 12% | -6 | 654 | i | 1.1
CN1CC(=O)N(CC(=O)Nc2ccc(Cl)c(C(F)(F)F)c2)C1=O | 2.7% | 3% | 2% | -2.6% | 25 | 7 | 1.1 | 4% | · | · | i | 0.8
CCc1nnc2c3cnn(-c4ccccc4)c3ncn12 | -1.1% | 1% | -6% | -1.9% | 12 | 11 | 0.5 | 3% | 5 | 732 | i | 0.8
CCCCOC(=O)Nc1sc2nc(C)cc(C)c2c1-n1cccc1 | 0.1% | 1% | -4% | -1.5% | 8 | 22 | 1 | -11% | · | · | i | 1.0
COc1cc(=O)n(C)c2c(OCC3OC(C)(C)OC3(C)C)cccc12 (stereo unspecified) | 0.7% | 3% | -8% | -2.5% | -5 | 2 | 1.1 | -5% | 0 | 654 | i | 3.0
Cc1nonc1C1CCCN1C(=O)c1cc(COc2ccc(F)cc2F)on1 (stereo unspecified) | 0.1% | -4% | -1% | 2.8% | 15 | 21 | 1.1 | 4% | -10 | 740 | i | 0.6
CCOc1ccc(C(O)Cc2nc3ccccc3n2C)cc1 (stereo unspecified) | 0.6% | -1% | 16% | 2.1% | 1 | 2 | 1 | 9% | -1 | 733 | i | 0.1
CCc1nnc(NS(=O)(=O)c2ccc(NC(=O)c3ccccc3)cc2)s1 | 0.1% | -5% | · | · | · | · | · | · | -1 | 553 | i | 0.2
Cc1cc(NC(=O)c2ccccc2)nc2c1c(=O)oc1ccccc12 | -0.1% | 3% | 14% | 0.9% | 2 | -1 | 1 | 10% | -2 | 720 | i | 0.3
Cc1cc(C)c2c(=O)[nH]c(=O)n(Cc3ccccc3)c2n1 | -0.5% | -2% | -12% | -1.7% | 11 | 9 | 1.1 | -8% | · | · | i | 1.1
Cc1ccc(C(C(=O)NCc2ccc(F)cc2)N(C(=O)c2csnn2)C2CC2)o1 (stereo unspecified) | -0.3% | -7% | 5% | 1.0% | -19 | 9 | 1 | -7% | · | · | i | 2.0
CCOc1cc(/C=C2\C(=O)N(Cc3ccco3)C(C)=C2C(=O)OC)ccc1O | 1.0% | 3% | 68%* | -0.5% | -3 | 8 | 0.6 | 28% | -9 | 719 | i | 1.0
Cc1ccc(NN2C(=O)C=C(c3ccccc3)C2=O)cc1 | · | 6% | -2% | 0.3% | 77 | 84 | 1.1 | -4% | -1 | 671 | i | 0.0
CC1(C(=O)OCC(=O)Nc2cccc(S(=O)(=O)NC3=NCCCCC3)c2)CC1(Cl)Cl (stereo unspecified) | 0.1% | 10% | -6% | 0.5% | -12 | 15 | 1.2 | -5% | 8 | 695 | i | 0.4
COc1cc2c(cc1OC)CN(c1nc(CN3CCCC3)nc3sc(C)c(C)c13)CC2 | 0.1% | 7% | -13% | -2.2% | 19 | 3 | 1.1 | -38% | -4 | 659 | i | 0.0
Cc1cccc(Nc2nc(-c3cccs3)cs2)n1 | 0.6% | 12% | 16% | -2.5% | 72* | 46* | 1.1 | 10% | -4 | 748 | i | 1.5
Cc1cccc2cc(CN(Cc3cccnc3)C(=O)c3cccs3)c3nnnn3c12 | · | 14% | · | 0.8% | -17 | -15 | 1.1 | · | -3 | 615 | · | ·
COC(=O)c1ccc(Cn2nnc3ccccc3c2=O)o1 | 2.6% | 0% | 2% | -0.9% | 6 | -9 | 1 | -8% | · | · | i | 3.6
CSCCNC(=O)c1cccc(Cl)c1 | 1.6% | 6% | 5% | -0.5% | -2 | 11 | 1.1 | 7% | -7 | 635 | i | 0.2
CC(=O)/C(=N/Nc1cccc(Cl)c1)N1CCOCC1 | 0.5% | 2% | -103% | -2.4% | · | · | 1 | -56% | -1 | 824 | i | 0.0
O=C1Nc2ccccc2C12Nc1ccccc1S2 (stereo unspecified) | · | -7% | 34% | 0.8% | 15 | 8 | 0.8 | 59%* | 0 | 784 | · | ·
O=C(CSc1nnc(-c2ccco2)n1CC1CCCO1)N1CCCCC1 (stereo unspecified) | 7.6% | -2% | 5% | -0.9% | -2 | 17 | 1.2 | 10% | -4 | 580 | i | 0.2
O=C(CCN1C(=O)c2ccccc2C1=O)Nc1cc(F)ccc1F | 5.5% | -2% | -9% | 0.7% | -12 | 4 | 1 | -9% | 6 | 782 | i | 0.8
COc1ccc(N(CC(=O)NCc2ccco2)S(=O)(=O)c2ccccc2)cc1 | -0.5% | 3% | 1% | 0.8% | -11 | -12 | 1 | 3% | -6 | 729 | i | 0.2
Cc1ccc(OC(=O)c2cccnc2)cc1 | 0.5% | -1% | -13% | -1.3% | -8 | 1 | 1.1 | -11% | -4 | 720 | i | 0.4
CCOC(=O)Cc1c(C)nc2c(-c3ccc(Cl)cc3)c(C)[nH]n2c1=O | -0.4% | 5% | 7% | 4.8% | 7 | -2 | 0.9 | 2% | · | · | i | 2.0
CCCCNC(=O)c1cccc(C(=O)NCCCC)c1 | 0.6% | 10% | 3% | -2.8% | -2 | -31 | 1.1 | 10% | 10 | 731 | i | 6.5
CC(C)CC1NC(=S)N(Cc2ccccc2)C1=O (stereo unspecified) | 2.9% | 3% | -28% | -2.7% | 2 | -3 | 1.1 | -33% | 1 | 630 | · | ·
CC1(C)CC(=O)CC(=Nc2ccc(C(=O)O)cc2)C1 | 0.7% | -7% | 5% | · | -5 | 10 | 1.1 | 3% | 18 | 602 | · | ·
CCCn1nnnc1NC(=O)COc1ccc(Br)cc1 | 0.0% | 2% | -2% | 1.1% | 18 | -40 | 1.1 | -2% | 4 | 694 | i | 0.2
Cc1ccccc1Cn1cc(S(=O)(=O)CC(=O)N2CCCCC2)c2ccccc21 | 1.2% | -2% | 14% | 4.6% | 8 | 11 | 1.1 | 9% | -4 | 777 | i | 6.0
Cn1nc(-c2ccccc2)c(-c2nc(-c3ccccc3Cl)no2)c1Cl | 3.9% | 2% | 6% | -0.7% | 12 | -13 | 1.2 | 9% | 2 | 785 | i | 0.4
Nc1cc(Cl)nnc1Cl | -0.1% | 3% | · | · | · | · | · | · | 1 | 675 | i | 0.3
O=C(COC(=O)c1cnccn1)NCc1ccccc1 | 2.7% | -4% | -1% | -0.3% | 0 | -4 | 1.1 | -5% | · | · | i | 1.5
O=C(c1ccco1)N1CCN(Cc2nc3ccc([N+](=O)[O-])cc3c(=O)n2-c2ccccc2F)CC1 | 1.6% | 10% | -1% | -0.6% | -4 | 1 | 1.1 | 2% | -1 | 777 | i | 0.7
CCOc1cc(C(c2c(C)[nH][nH]c2=O)c2c(C)[nH][nH]c2=O)ccc1O | 0.6% | 4% | 50% | 1.9% | -2 | 15 | 0.6 | 32% | -3 | 681 | i | 0.4
CCC(C)NC(=O)c1ccc2c(SCC(=O)O)c3c(nc2c1)CCCC3 (stereo unspecified) | 0.0% | 17% | 4% | -2.7% | 1 | -18 | 1.1 | -8% | -15 | 751 | i | 0.3
O=C(CN1CCOCC1)Nc1ccc(N2CCN(c3ccccc3)CC2)c(F)c1 | -0.4% | 7% | 11% | · | -17 | 8 | 1.1 | 11% | 6 | 717 | i | 1.1
O=C1CCCN1CC(O)CS(=O)(=O)c1ccccc1 (stereo unspecified) | 0.4% | 1% | 14% | 0.0% | -11 | -6 | 1.1 | 9% | · | · | i | 2.3
COc1ccc(/C=C/C(=O)Nc2nonc2NC(C)=O)cc1 | 1.2% | 6% | -8% | 3.7% | 3 | 2 | 1 | 0% | -1 | 637 | i | 0.5
C=CCc1ccc(OCCN2CCc3ccccc3C2)c(OC)c1 | 3.6% | 14% | 5% | 0.2% | 12 | 12 | 1 | 1% | 0 | 705 | i | 0.1
Cc1cc2ccccc2cc1CN1CCOCC1 | 5.7% | 12% | -2% | -2.4% | 0 | 40 | 1.1 | -5% | · | · | i | 2.1
COc1cc2c3c(c1)C(C)=CC(C)(C)N3C(=O)C2=O | 2.8% | 10% | 34% | -2.3% | -3 | -7 | 1 | 33% | 12 | 737 | i | 0.7
N=C1/C(=C\c2ccc(-c3cc(Cl)cc(Cl)c3)o2)C(=O)N=C2SC=C(c3ccccc3)N12 | 0.1% | -4% | 17% | -1.1% | -2 | 0 | 0.8 | 22% | 26 | 706 | i | 0.5
O=S(=O)(N1CCCCC1)N1CCN(c2ccc(F)cc2)CC1 | 4.3% | 1% | 10% | -2.9% | -11 | -13 | 1.2 | 12% | -4 | 639 | i | 5.8
CCc1cccc(C)c1N1C(=O)CC(C)(C)CC1=O | -1.4% | 4% | · | · | · | · | · | · | 6 | 739 | i | 0.4
NS(=O)(=O)c1ccc(CCNC(=O)c2cc(-c3ccccc3)nc3ccccc23)cc1 | -1.2% | 23% | 3% | -2.6% | -10 | 9 | 1.1 | 19% | -2 | 668 | i | 0.7
CN(C(=O)COc1ccccc1C(=O)NCCOc1ccccc1)c1ccccc1 | 1.3%[50 µM] | 2% | 13% | -4.3% | 4 | 11 | 1.1 | 10% | -9 | 737 | ? | ·
